IL-1B inflam inh: inhibitors of inflammasome signaling (IL-1 beta secretion); THP-1 LPS/ATP IL-1B secretion, AlphaLISA, 16 h; hits give low values; actives 4.7% (n = 360,000); activity change, % at 57.5 µM; AID 743279; in the data active = activity change below about -50%; inconclusive = mostly about -30% to -49%; note: % is set by controls: 0 for no effect and ±100 for the full control effect
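Secreted IL-1B measured by AlphaLISA bead assay after 16 h compound exposure of THP-1 cells; compounds (final up to 57.5 uM) added 1 h before LPS (250 ng/mL) and ATP (1.25 mM) stimulation; lower signal means less secretion.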
SW480 rereplic: inducers of DNA re-replication in SW480 colon cancer cells. SW480 DNA re-replication, Hoechst DNA content imaging, 48 h. Potency, µM (top dose mostly 46.1 µM), for inactives: at the top dose re-replication activation, actives largely listed as activators. actives 1.8% (n = 340,000); note: potency is the fitted concentration of half-maximal effect; % of control where 0% means no effect; nearly all actives have a fitted effect of over 55% in size
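First, 250 cells per well were seeded. Next, compound or vehicle (23 nL) was pinned in, plates sat 48 hr at 37 C. Finally Hoechst was added for 40 min before fluorescence scanning.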
MCF10A rerep: DNA re-replication induction in MCF 10a cells; actives 2.9% (n = 350,000); MCF 10A DNA re-replication, Hoechst nuclear intensity, 48 h; Potency, µM (series often up to 46.1 µM), for the others: at the top dose activity, positive = re-replication, usual class: activators; note: potency is the fitted concentration of half-maximal effect; % of control where 0% means no effect; nearly all actives have a fitted effect of over 50% in size
HepG2 tox: HepG2 cytotoxicity, counter-screen for TGF-b inhibitors; AID 588856; actives 0.76% (n = 410,000); HepG2 CAGA-GFP viability, ATP luminescence, 18 h; Potency, µM (top dose mostly 46.1 µM), without a hit: top-dose activity change, negative = cytotoxicity, actives largely listed as cytotoxic; note: potency is the fitted concentration of half-maximal effect; some results filed as inactive show a strong effect at the top dose
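HepG2 CAGA-GFP cells (1000/well, DMEM with 1% FBS) received compound, then TGF-beta at 500 pg/mL final, and were incubated 18 hours at 37 degrees C. Viability was read by CellTiter-Glo luminescence. Media-only wells were set as complete cell-killing and DMSO as no toxicity.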
ATXN viability: viability counter-screen for ATXN expression inhibitors; S2 cells (HEK-293 line with an ATXN2-luciferase reporter) viability, CellTiter-Fluor protease fluorescence, 24 h; Potency, µM (doses to about 56.7 µM), usual class: cytotoxic; actives 0.49% (n = 400,000); AID 651635; note: potency is the fitted concentration of half-maximal effect; nearly all actives have a fitted effect of over 40% in size
KB-3-1 cytotox: KB-3-1 parental cell cytotoxicity; Potency, µM (top dose mostly 46.1 µM), without a hit: at the top dose activity change, negative = cytotoxic, most hits filed as cytotoxic; actives 1.4% (n = 400,000); KB-3-1 viability, CellTiter-Glo ATP luminescence, 72 h; note: potency is the fitted concentration of half-maximal effect; % is set by controls: 0 for no effect and ±100 for the full control effect; nearly all actives have a fitted effect of over 60% in size
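Cytotoxicity measured as CellTiter-Glo luminescence after 72 h at 37 C. Compound titrations were pinned onto drug-naive KB-3-1 parental adenocarcinoma cells grown in DMEM with 10% FBS, and normalized data fitted to concentration-response curves.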
ATXN2 expr inh: inhibitors of ATXN2 expression. actives 0.72% (n = 360,000). Potency, µM (highest dose often 57 µM), inactives show at the highest dose activity change, negative = inhibition, most hits filed as inhibitors. HEK-293 ATXN2-luciferase reporter, luminescence, 24 h; note: potency is the fitted concentration of half-maximal effect; % is set by controls: 0 for no effect and ±100 for the full control effect; nearly all actives have a fitted effect of over 55% in size
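ATXN2-luciferase reporter cells (luciferase flanked by upstream and downstream ATXN2 gene portions) were treated 24 h at 37 °C with compounds at up to 57 uM. SteadyGlo luminescence gave expression; GF-AFC fluorescence gave viability.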
HT1080 IDH1KD tx: kills HT-1080 cells with IDH1 knockdown; HT-1080 IDH1 knockdown viability, ATP luminescence, 48 h; actives 2% (n = 360,000); Potency, µM (highest dose often 46.1 µM), for the others: at the top dose activity, negative = toxicity, hits mostly cytotoxic;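 note: potency is the fitted concentration of half-maximal effect; 0% = DMSO wells and -100% = cell-free medium wells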
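Luminescent ATP read-out (CellTiter-Glo, 10 min at room temperature) after 48 h compound exposure at 37 °C gave viability of IDH1-knockdown HT-1080 cells. Activity was normalised to DMSO and cell-free wells, then fitted as concentration-response curves.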
HT1080NT lethal: kills 2HG-producing HT-1080-NT fibrosarcoma cells; HT-1080-NT fibrosarcoma viability, CellTiter-Glo ATP luminescence, 48 h; Potency, µM (highest dose often 46.1 µM), for the others: at the top dose activity, negative = less viability, actives largely listed as cytotoxic; actives 1.6% (n = 360,000);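 note: NT is the 2HG producing partner of a matched IDH1 knockdown line; potency is the fitted concentration of half-maximal effect; 0% = DMSO-treated cells and -100% = media-only wells without cells; nearly all actives have a fitted effect of over 55% in size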
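Compounds were tested in concentration-response format on HT-1080-NT cells for 48 hours at 37 degrees C. Cell viability came from CellTiter-Glo luminescence; curves were classified by r2, response magnitude and activity.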
Active calls of the source: *; i = inactive; ? = inconclusive; . = not tested or not shown; & = joins results of further samples; [ ] = remark or other dose. Unless noted, calls come from the whole dose curve; as a rule, active = well fitted curve in the direction sought with a large enough effect; inconclusive = small, poorly fitted or top-dose-only effect, or another doubt; inactive = no such curve, though single readings can be large; an effect the other way counts as inactive or inconclusive.

SMILES	IL-1B inflam inh	SW480 rereplic	MCF10A rerep	HepG2 tox	ATXN viability	KB-3-1 cytotox	ATXN2 expr inh	HT1080 IDH1KD tx	HT1080NT lethal
CC(=O)Nc1ccc(S(=O)(=O)N2CCN=C2C)cc1	-4	-4%[9.22 µM]	8%	-18%	i	25%	5%	-2%	-2%
CC1CCCC(NC(=O)COC(=O)c2ccc([N+](=O)[O-])s2)C1C (configuration not stated)	7	-1%	?	-29%	i	.	3%	4%	-7%
O=C(O)CCC(=O)Nc1ccccc1C(=O)NCCc1ccccc1	15	-4%	-7%	-4%	i	-3%	34%	12%	0%
Cc1ccc(Cn2nnc3c(=O)n(CC(=O)NCc4ccco4)cnc32)cc1	0	?	?	6%	i	23µM*	0%	-12%	-15%
CCOC(=O)c1cccc(N2C(N)=NC(N)=NC2(C)C)c1	0	-2%	7%	1%	i	?	-11%	?	?
C=CCOn1c(=O)c(-c2cc3ccccc3o2)[n+]([O-])c2ccccc21	28	6%	?	5%	i	-3%	49%[activator]	-6%	-17%
O=C(Nc1c(-c2ccccc2)nc2ncccn12)c1cc2ccccc2oc1=O	-3	-1%	-10%	-49%	i	13%	7%	4%	4%
Cc1nc2nc(-c3ccc(Cl)cc3)[nH]n2c(=O)c1Cc1ccccc1	21	2%	17%	-19%	i	-1%	35%	10%	13%
CC(C)(C)C(=O)c1cn(CC(=O)NCc2ccc3c(c2)OCO3)c2ccccc12	-21	-5%	1%[9.22 µM]	13%	?	-10%	4%	-17%	-13%
CC(OC(=O)CC(C)c1ccccc1)C(=O)Nc1ccc(Cl)cn1 (configuration not stated)	4	-3%	5%	-24%	i	-5%	0%	5%	0%
c1ccc2c(c1)Nc1ccncc1S2	-94*	-5%	3%	31%	i	-11%	14%	-19%	-28%
O=C1c2ccccc2C(=O)N1CCCc1nc(-c2cccnc2)no1	41	0%	0%	4%	i	0%	7%	16%	12%
Cc1ccccc1C(=O)NC(CC(C)C)C(=O)NCC(C)(C)N1CCOCC1 (configuration not stated)	22	-6%	-1%	-1%	i	-2%	-3%	-11%	4%
CC1(C)SC2c3ccccc3C(=O)N2[C@@H]1C(=O)NCc1ccco1 (some centres not stated)	5	-3%	0%	-7%	?	18%	-16%	7%	10%
CN(C)S(=O)(=O)c1cccc(NC(=O)COC(=O)CNC(=O)c2cccc([N+](=O)[O-])c2)c1	2	-19%	-3%	9%	i	2%	.	16%	14%
Cc1ccc(NS(=O)(=O)c2ccc(C)c(NC(=O)COc3ccc4ccccc4c3)c2)c(C)c1	5	?	-31%[inhibitor]	0%	i	0%	-25%	-19%	-29%
CC(=O)N1CCCC1(C(=O)O)c1ccccc1 (configuration not stated)	5	23%	-1%	12%	i	2%	6%	13%	7%
O=C(N/N=C/c1ccc(O)c(O)c1O)/C(=C/c1ccc([N+](=O)[O-])cc1)NC(=O)c1ccccc1	20	20%	0%	-10%	?	-28%	-35%	15µM*	?
Cc1cn(-c2cc(C(=O)Nc3ccc(C)c(NC(=O)N4CCNC4=O)c3)cc(C(F)(F)F)c2)cn1	72&66	0%	-1%	-1%&-19%	i	29%&13%	5%&6%	3%&25%	7%&14%
Cc1cc(-c2n[nH]c(=S)n2/N=C/C=C/c2ccccc2)n[nH]1	3	-5%	5%	-11%	i	1%	-2%	5%	3%
COc1cc(NC(=O)COC(=O)c2ccc([N+](=O)[O-])s2)cc(OC)c1OC	23	-4%	4%	-20%	i	-1%	-3%	-3%	-3%
CCCNC(=O)NC(=O)c1cnccc1C(F)(F)F	4	?	-2%	3%	i	1%	-5%	13%	13%
CCC1(C)NC(=O)N(CC(=O)Nc2cc(C)on2)C1=O (configuration not stated)	1	-7%	-3%	-24%	i	0%	.	1%	0%
CC(C)OC(=O)c1c(N)sc2c1CCCC2	6	-3%	-11%	-21%	i	6%	-10%	1%	-2%
CSc1nc(C)cc(/C=C\c2ccccc2)c1C#N	4	12%	22%	-14%	i	2%	4%	1%	15%

Records listed above printed as active in IL-1B inflam inh.
canonical_smiles | IL-1B inflam inh
c1ccc2c(c1)Nc1ccncc1S2 | -94*

Entries listed so far containing fluorine:
SMILES	IL-1B inflam inh	SW480 rereplic	MCF10A rerep	HepG2 tox	ATXN viability	KB-3-1 cytotox	ATXN2 expr inh	HT1080 IDH1KD tx	HT1080NT lethal
Cc1cn(-c2cc(C(=O)Nc3ccc(C)c(NC(=O)N4CCNC4=O)c3)cc(C(F)(F)F)c2)cn1	72&66	0%	-1%	-1%&-19%	i	29%&13%	5%&6%	3%&25%	7%&14%
CCCNC(=O)NC(=O)c1cnccc1C(F)(F)F	4	?	-2%	3%	i	1%	-5%	13%	13%

Remaining list, next part:
SMILES	IL-1B inflam inh	SW480 rereplic	MCF10A rerep	HepG2 tox	ATXN viability	KB-3-1 cytotox	ATXN2 expr inh	HT1080 IDH1KD tx	HT1080NT lethal
COc1ccc2c(c1)CCc1cn3ncc(C#N)c3nc1-2	-20	24%	?	2%	.	-9%	-28%	?	?
COC(=O)/C=C1/N/C(=N\c2nc(C)cc(C)n2)N(c2ccccc2)C1=O	2	-4%	8%	4%	i	-4%	23%	13%	7%
CC(C)(C)OC(=O)NCc1ccc(CNC(=O)c2ncn(Cc3ccccc3)c2C(=O)NCc2ccc(CNC(=O)OC(C)(C)C)cc2)cc1	17	-11%	-16%	-14%	i	-10%	10%	14%	11%
Cc1nnc(N2CCC(C(=O)Nc3ccc(F)cc3)CC2)c2nn(-c3ccc(Cl)cc3)c(C)c12	.	.	.	11µM*	20µM*	-5%	25µM*	.	.
COc1ccc(-c2noc(CSc3nnc(-c4ccncc4)n3-c3ccccc3)n2)cc1	.	.	.	-20%	?	0%	?	.	.
Cc1cccc(N2CCN(C(=O)C3CCN(S(=O)(=O)c4cnc[nH]4)CC3)CC2)c1C	6	-5%	-3%	-9%	i	3%	1%	9%	5%
CCCNc1c(NC(C)=O)c(=O)oc2ccccc12	-1	-27%	?	-4%	i	17%	-1%	5%	8%
COc1cc(C(=O)ON=C2C(C)=CC(=O)C=C2C)cc(OC)c1OC	-4	0%	0%	-1%	?	5%	4%	4%	-2%
CC1CC(C)CN(C(=O)CNC(=O)Cn2ccc3ccccc3c2=O)C1 (configuration not stated)	24	-4%	4%	11%	i	9%	-2%	1%	6%
Cc1ccc(C(=O)N2CCN(S(C)(=O)=O)C2)cc1	11	-7%	-1%	-1%	i	17%	1%	14%	18%
CCCCNC(=S)N/N=C1\CCCCc2ccccc21	0	1%	?	-21%	i	-5%	0%	0%	-1%
O=C(C(=O)N1CCCc2ccccc21)N1CCCc2ccccc21	39	-16%	0%	-5%	i	-16%	-12%	17%	-7%
CN=C1c2cc3cc(OC)ccc3n2CCN1Cc1ccccc1	-91*	11µM*	21µM*	-22%	i	8.2µM*	?	23µM*	16µM*
CN(C(=O)NC1CCCCC1)c1ccccc1	1	-25%	8%	9%	i	1%	.	6%	12%
COc1nc(Nc2ccc([N+](=O)[O-])cc2)nc(NC(C)C)n1	14	-8%	2%	2%	i	17%	8%	6%	3%
CC(C)(CNc1ccc(C(F)(F)F)cc1[N+](=O)[O-])N1CCOCC1	1	15%	-1%	-15%	i	-7%	-13%	-7%	2%
Cc1ccccc1Cn1cc(NC(=O)c2cc3nc(-c4ccco4)cc(C(F)(F)F)n3n2)cn1	-5	0%	14%	-4%	i	-2%	-10%	-19%	-22%
Cc1c(C(=O)NCc2cccs2)oc2ccc(Br)cc12	-17	4%	11%	-23%	i	-18%	81%[activator]	-16%	-2%
Cc1[nH]c(=O)[nH]c(=O)c1Sc1ccccc1[N+](=O)[O-]	20	-3%	-4%	-14%	i	3%	28%	17%	8%
N#Cc1ccccc1COC(=O)c1cccc(S(=O)(=O)N2CCCC2)c1	7	2%	-2%	-3%	i	-3%	8%	-7%	-2%
CCOC(=O)c1cc(C)sc1NC(=O)C(c1ccccc1)c1ccccc1	-8	0%	26µM*	-12%	i	1%	.	-21%	0%
O=C(CSc1nnc(-c2ccncc2)n1Cc1ccccc1)NCCc1ccccc1	-20	-8%	-2%	-8%	i	-2%	-7%	0%	-1%
O=C(CSc1ncccn1)Nc1cccc(S(=O)(=O)N2CCOCC2)c1	21	-3%	-5%	-7%	i	2%	5%	-7%	1%
CCNc1nc(OC)nc(N(OC)S(=O)(=O)c2ccc(C)cc2)n1	-15	10%	11%	-25%	i	0%	-8%	2%	4%
S=C(NNC(=S)Nc1ccc(Cl)cc1)NNc1ccccc1	-23	.	.	-33%	i	?	.	0%	15%

(more compounds)
SMILES	IL-1B inflam inh	SW480 rereplic	MCF10A rerep	HepG2 tox	ATXN viability	KB-3-1 cytotox	ATXN2 expr inh	HT1080 IDH1KD tx	HT1080NT lethal
Cc1cc(C)cc(Nc2cnn(C34CC5CC(CC(CC(=O)O)(C5)C3)C4)c(=O)c2Cl)c1	?	?	23µM*	0%	i	0%	-5%	13%[9.24 µM]	-6%
CCc1c(C(=O)NNC(=S)Nc2ccc(S(=O)(=O)Nc3ncccn3)cc2)csc1C	-22	?	-1%	4%	i	22%	-6%	1%	-2%
COc1ccc(N2CCN(c3ncnc4scc(-c5ccc(F)cc5)c34)CC2)cc1	?	?	?	14%	i	?	-18%	?	-5%
COc1ccc(CCN2C(=O)NC(NS(=O)(=O)c3ccc(N)cc3)(C(F)(F)F)C2=O)cc1OC (configuration not stated)	16	-1%	14%	11%	i	-2%	0%	3%	16%
COc1ccc(-c2cc(=O)oc3c(C)c(OCC(=O)Nc4cccnc4)ccc23)cc1	37	2%	?	8%	i	5%	-12%	8%	-1%
CC(=O)c1ccc(OCC(O)CN2C(C)(C)CC(O)CC2(C)C)cc1 (configuration not stated)	-1	-17%	2%	-19%	i	7%	8%	7%	0%
Cc1cc(C)n(-c2cccc(Cl)c2)c(=O)c1C#N	12	1%	-6%	5%	i	6%	0%	5%	5%

From PubChem BioAssay
